Screens (PubChem BioAssay)
RORgamma inh: qHTS for inhibitors of ROR gamma transcriptional activity. Drosophila S2 Gal4-RORgamma UAS-luciferase reporter, 20 h. 310,000 tested, 5.4% active. Potency, µM (top dose mostly 53.6 µM), for inactives: at the highest dose activity change, negative = inhibition, hits mostly inhibitors; also: potency is read from the fitted curve at half-maximal effect; % is scaled to controls: 0 for no effect and ±100 for the full control effect; nearly all actives have a fitted effect of over 60% in size
Target sequence (P51450 whole entry, looked up, the tested form may be a part): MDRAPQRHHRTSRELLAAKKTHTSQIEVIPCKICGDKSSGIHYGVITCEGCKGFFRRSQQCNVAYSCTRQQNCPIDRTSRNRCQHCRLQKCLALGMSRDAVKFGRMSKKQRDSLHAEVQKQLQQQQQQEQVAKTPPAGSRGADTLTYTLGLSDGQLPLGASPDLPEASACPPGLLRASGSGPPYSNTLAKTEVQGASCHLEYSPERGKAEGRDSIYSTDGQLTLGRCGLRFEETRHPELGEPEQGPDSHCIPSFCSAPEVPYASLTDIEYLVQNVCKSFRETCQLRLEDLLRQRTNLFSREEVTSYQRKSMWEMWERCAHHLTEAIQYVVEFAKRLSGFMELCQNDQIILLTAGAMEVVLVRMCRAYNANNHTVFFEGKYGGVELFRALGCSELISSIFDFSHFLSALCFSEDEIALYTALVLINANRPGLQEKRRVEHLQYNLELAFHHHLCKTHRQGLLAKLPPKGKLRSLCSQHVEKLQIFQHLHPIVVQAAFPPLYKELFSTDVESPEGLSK
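Drosophila Schneider cells stably carrying a metallothionein-driven Gal4 DBD–ROR gamma fusion and a UAS-Photinus luciferase reporter were exposed to compound for 1 hr, then induced with copper sulfate (700 uM final) for 20 hr at ambient temperature before luminescence reading.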
Giardia kill: Small Molecules that selectively kill Giardia lamblia: qHTS | Giardia lamblia trophozoite viability | activity change, % at 7.66 µM, hits read low | 340,000 tested, 0.15% active; in the data active = activity change below about -80%; inconclusive = between about -30% and that limit;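 also: parasites exposed to compound for two days anaerobically before the ATP read; % is scaled to controls: 0 for no effect and ±100 for the full control effect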
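Luminescent ATP signal served as the viability read-out, measured 15-30 min after adding ATP detection reagent to trophozoites that had been incubated with compounds for 48 hrs at 37 deg C anaerobically at 100 cells/well.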
Rab9 promoter act: qHTS Assay for Rab9 Promoter Activators | 320,000 tested, 2.8% active | Potency, µM (top dose mostly 9.22 µM), for inactives: at the top dose activation, negative = inhibition, most hits filed as activators | Huh7 Rab9 promoter-luciferase reporter, luminescence, 24 h | AID 485297, 2010; also: potency is read from the fitted curve at half-maximal effect; % of control where 0% means no effect; nearly all actives have a fitted effect of over 60% in size
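Luciferase signal after 10 min detection reagent at ambient indicates Rab9 promoter upregulation; stably transfected Huh7 cells were treated 24 h with compound in DMSO at 37 °C, 5% CO2.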
Menin MLL FP TR: qHTS Assay for Inhibitors Targeting the Menin-MLL Interaction in MLL Related Leukemias: Competition With Texas Red Labeled MLL-derived Mutant Peptide | O00255 | Menin + Texas Red MLL mutant peptide, fluorescence polarization | Potency, µM (top dose mostly 61.6 µM), inactives show at the highest dose FP activity change, negative = inhibition, actives largely listed as inhibitors | 270,000 tested, 0.23% active | AID 1768, 2009; active = well fitted inhibition curve with a large enough effect in the polarisation, with a control signal flat, not every such curve was filed as active; inconclusive = small, poorly fitted or top-dose-only effect, or effect the other way, or a change in a side signal; inactive = no such curve, though single readings can be large or run the other way; the % refers to the polarisation; also: potency is read from the fitted curve at half-maximal effect; % of control where 0% means no effect; many of its hits are not listed in these tables
PKM2 activator: qHTS Assay for Activators of Human Muscle isoform 2 Pyruvate Kinase; purified PKM2, Kinase-Glo ATP luminescence, activation; response scale: 0% is enzyme alone, no compound; Potency, µM (top dose mostly 57.5 µM), without a hit: top-dose activation, usual class: activators; Pyruvate kinase PKM (Homo sapiens), P14618; 260,000 tested, 0.34% active; also: potency is read from the fitted curve at half-maximal effect; % is scaled to controls: 0 for no effect and ±100 for the full control effect; nearly all actives have a fitted effect of over 55% in size
Target sequence (P14618 whole entry, looked up, canonical isoform): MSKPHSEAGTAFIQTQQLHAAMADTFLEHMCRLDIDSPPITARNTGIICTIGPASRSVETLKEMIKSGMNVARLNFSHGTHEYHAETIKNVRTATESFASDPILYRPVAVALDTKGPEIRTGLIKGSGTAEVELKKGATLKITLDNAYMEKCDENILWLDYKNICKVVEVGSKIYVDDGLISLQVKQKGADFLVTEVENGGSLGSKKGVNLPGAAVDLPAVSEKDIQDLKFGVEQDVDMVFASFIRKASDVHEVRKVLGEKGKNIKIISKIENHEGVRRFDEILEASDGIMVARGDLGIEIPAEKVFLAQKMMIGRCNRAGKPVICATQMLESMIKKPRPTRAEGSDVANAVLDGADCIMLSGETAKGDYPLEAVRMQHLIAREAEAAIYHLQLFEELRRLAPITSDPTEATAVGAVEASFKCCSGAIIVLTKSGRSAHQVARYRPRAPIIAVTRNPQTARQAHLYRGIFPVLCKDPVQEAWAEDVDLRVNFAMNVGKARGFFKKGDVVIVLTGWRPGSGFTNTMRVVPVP
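ATP formation by purified human PK-M2, quantified via coupled luciferase luminescence after 1 h at room temperature with 0.1 mM ADP and 0.5 mM PEP final.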
FLuc counter: qHTS profiling assay for firefly luciferase inhibitor/activator using purifed enzyme and Km concentrations of substrates (counterscreen for miR-21 project) | Luciferin 4-monooxygenase (Photinus pyralis), P08659 | purified FLuc, Km substrates, luminescence inhibition | Potency, µM (titrated, usually from 57.5 µM), for inactives: top-dose activity change, negative = inhibition, actives largely listed as inhibitors | 360,000 tested, 6.9% active;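 also: potency is read from the fitted curve at half-maximal effect; plate controls were vehicle for no effect and reference inhibitor for full effect; nearly all actives have a fitted effect of over 55% in size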
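Biochemical qHTS of compounds, final roughly 60 µM downward over six points, against 10 nM purified firefly luciferase using Km concentrations of substrates (10 uM D-luciferin, 10 uM ATP) in Tris acetate pH 7.5 buffer; luminescence output.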
ELG1 genotox: qHTS screen for small molecules that induce genotoxicity in human embryonic kidney (HEK293T) cells expressing luciferase-tagged ELG1; HEK293T ELG1-luciferase reporter, luminescence, 16 h; Potency, µM (top dose mostly 46 µM), for the others: top-dose activity change, positive = activation, most hits filed as activators; 330,000 tested, 1.3% active; also: potency is read from the fitted curve at half-maximal effect; % of control where 0% means no effect; nearly all actives have a fitted effect of over 60% in size
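After overnight (16 hr) compound treatment at 37 °C, ELG1-luciferase HEK293T cells were lysed with ONE-Glo; luminescence quantified 30 min later at room temperature.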
p53 reactivator: qHTS assay for re-activators of p53 using a Luc reporter; H1299 p53-A138V BP100-luciferase reporter, luminescence, 24 h; 320,000 tested, 0.063% active; Potency, µM (titrated, usually from 92.2 µM), for inactives: top-dose activity change, positive = activation, actives largely listed as activators; AID 504706, 2011; also: potency is read from the fitted curve at half-maximal effect; % of control where 0% means no effect; nearly all actives have a fitted effect of over 45% in size
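p53-null H1299 cells stably carrying temperature-sensitive p53-A138V and a BP100-luciferase reporter were pinned with compounds (4-point, 1:5 series) and held 24 hrs at 37 deg C. Luminescence was read 10 min after detection reagent.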
NPC1 promoter act: qHTS Assay for NPC1 Promoter Activators; Huh7 NPC1 promoter luciferase reporter, 24 h; Potency, µM (highest dose often 9.22 µM), for the others: at the highest dose activation, usual class: activators; 320,000 tested, 2.4% active; AID 485313, 2010;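 also: potency is read from the fitted curve at half-maximal effect; % of control where 0% means no effect; nearly all actives have a fitted effect of over 60% in size; reporter is driven by a mutant NPC1 promoter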
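Luciferase expression driven by the NPC1 promoter was measured in stably transfected Huh7 cells after a 24 h compound incubation, using a luciferase reagent and a luminescence read.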
VP16 counter: VP16 counterscreen qHTS for inhibitors of ROR gamma transcriptional activity; Drosophila S2 Gal4-VP16 UAS-luciferase, luminescence, 20 h; Potency, µM (doses to about 53.6 µM), for the others: at the top dose activity, negative = inhibition, most hits filed as inhibitors; 310,000 tested, 3.5% active; AID 2546, 2010;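 also: Gal4-VP16 expression switched on by copper sulfate through the metallothionein promoter; potency is read from the fitted curve at half-maximal effect; % is scaled to controls: 0 for no effect and ±100 for the full control effect; nearly all actives have a fitted effect of over 50% in size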
BRCA1 expr act: qHTS Assay to Identify Small Molecule Activators of BRCA1 Expression; MCF7-BRCA1-FFLuc reporter, luminescence, 48 h; response scale: scaled: vehicle 0%, 10 µM genistein 100%; Potency, µM (doses to about 46.1 µM), inactives show at the highest dose activation, hits mostly activators; 380,000 tested, 1.1% active; also: potency is read from the fitted curve at half-maximal effect; nearly all actives have a fitted effect of over 80% in size; some results filed as inactive show a strong effect at the top dose
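MCF7-BRCA1-FFLuc cells, 2000/well in phenol-red-free MEM, attached 2 h then treated 48 h at 37 C. Luciferase luminescence read 15 min after reagent; normalized to genistein maximum activation (10microM) and DMSO, concentration-response fitted.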
* marks the source's active call; other numbers are inactive results; ? = inconclusive; / = not tested or not shown; [ ] = remark or other dose. Unless noted, calls follow the shape of the dose curve; as a rule, active = well fitted curve in the direction sought with a large enough effect; inconclusive = small, poorly fitted or top-dose-only effect, or another doubt; inactive = no such curve, though single readings can be large; an effect the other way counts as inactive or inconclusive. Some of the compounds tested (hit frequency here may not be typical).

Compound,RORgamma inh,Giardia kill,Rab9 promoter act,Menin MLL FP TR,PKM2 activator,FLuc counter,ELG1 genotox,p53 reactivator,NPC1 promoter act,VP16 counter,BRCA1 expr act
Nc1ccc(CNc2ncn[nH]2)cc1,17%,5,0%,/,-1%,-9%,3%,5%,-4%,-5%,-15%
COc1ccc(/C=C/C(=O)c2ccc3ccccc3c2O)cc1CN1CCOCC1,-16%,-11,-4%,5%,7%,2%,1%,-18%,-2%,-23%,-41%
COc1ccccc1NC(=O)CSc1ncn(-c2ccccc2)n1,?,22,0%,-8%,2%,-1%,0%,-4%,0%,1%,-14%
COc1ccc(-c2noc(CCC(=O)NC3CCCCC3)n2)cc1OC,0%,-10,2%,-29%,-11%,-8%,4%,-5%,4%,-10%,0%
CCCOc1ccc(-c2nc3c(c(=O)[nH]c(=O)n3Cc3ccccc3)n2CCO)cc1OCC,?,12,-4%,-16%,-7%,2%,4%,-4%,-3%,3%,-9%
O=C(O)CN1C(=O)/C(=C\c2cc(Br)ccc2OCc2ccc(Cl)cc2)SC1=S,21%,41[activator],1%,113%[activator],/,-7%,1%,6%,-1%,1%,2%
CCNC(=O)c1cnn(-c2ccccc2)c1-c1ccccc1,15%,42[activator],-1%,-6%,/,-2%,0%,-6%,-2%,3%,-17%
O=C1COc2ccc(C(=O)c3ccccc3C(=O)O)cc2N1,-5%,13,-1%,-3%,3%,-1%,2%,-20%,0%,-4%,-19%
Cc1ccc(NC(=O)CCC(=O)NNC(=O)c2ccccc2[N+](=O)[O-])c(C)c1,-12%,0,1%,6%,-14%,-1%,1%,-2%,0%,4%,14%
CC(=O)c1c(O)ccc2c(-c3ccccc3)cc(=O)oc12,-10%,-16,-2%,5%,-9%,-9%,0%,2%,0%,-1%,3%
COC(=O)Cn1c(=NC(=O)c2sc3ccccc3c2Cl)sc2cc(S(N)(=O)=O)ccc21,-20%,-9,0%,20%,1%,-1%,6%,-7%,-2%,?,-27%
O=C(CNC(=O)c1ccco1)N/N=C/c1cccs1,15%,10,-8%,/,0%,?,-1%,3%,-1%,-5%,27%
O=C(Nc1ccc(Br)cc1)c1cccc(OC(=S)N2CCOCC2)c1,?,-5,-7%,?,/,?,-20%,-1%,-5%,-6%,-37%
COC(CNC(=O)c1ccc2c(c1)nc(C)n2-c1cccc(F)c1)OC,-25%,9,6%,3%,-20%,-1%,4%,-4%,5%,-1%,0%
O=C(O)/C=C/C(=O)NCCC1=CCCCC1,0%,-8,-6%,2%,5%,-4%,0%,-2%,-5%,-7%,-9%
CCc1nn(CC(=O)NCCCN(C)C2CCCCC2)c(=O)c2cc3occc3n12,-16%,-2,-2%,/,/,2%,2%,17%,-1%,11%,7%
Cc1cccc(CN2CCC(CNC(=O)C3CCCN(S(=O)(=O)c4cnc[nH]4)C3)CC2)c1 (stereo not drawn),-17%,-2,-4%,3%,-3%,-2%,-1%,-3%,0%,0%,-4%
CCOc1cc2[nH]c(=S)n(CCOC)c(=O)c2cc1OCC,2.8µM*,-8,1%,-15%,0%,-1%,-6%,26%,0%,8.9µM*,-43%
CCN1CCCC1CNC(=O)CSCc1nc(-c2ccccc2C)oc1C (stereo not drawn),-1%,4,-5%,-29%,3%,6%,3%,-2%,-6%,1%,14%[1.84 µM]
CCC(C)c1ccc(NC(=S)N2CCN(c3ccccn3)CC2)cc1 (stereo not drawn),?,-7,-1%,10%,1%,?,-10%,17%,1%,13µM*,-32%
COc1cccc(C(=O)Nc2nc3ccccc3[nH]2)c1,4µM*,?,0.71µM*,0%,-36%,0.76µM*,0.37µM*,6%,0.56µM*,10µM*,?
CCOC(=O)c1cnn(-c2ccc(C)cc2)c1N,8%,1,?,-3%,-1%,?,?,15%,28%,6%,11µM*
COc1ccc(-c2cc(C(=O)Nc3cc(OC)c(OC)c(OC)c3)no2)cc1OC,8%,28,-11%,-12%,0%,3%,1%,-5%,-21%,-4%,-57%
O=C(OCC(=O)N1CCOCC1)c1cccc(F)c1,-4%,3,?,-40%,-2%,?,?,30%,?,29%,?
Cc1cc(F)ccc1S(=O)(=O)N1CCC2(CC1)OCCN2S(=O)(=O)c1cccs1,/,10,3%,/,/,4%,6%,-8%,-3%,/,-38%

Compound,RORgamma inh,Giardia kill,Rab9 promoter act,Menin MLL FP TR,PKM2 activator,FLuc counter,ELG1 genotox,p53 reactivator,NPC1 promoter act,VP16 counter,BRCA1 expr act
CCCn1c(N)c(C(=O)CSc2nnc(C)n2Cc2ccccc2)c(=O)n(C)c1=O,-10%,1,2%,-7%,6%,-1%,-1%,-4%,-2%,1%,-19%
COc1ccccc1C(=O)C1CCCN(C(=O)CSc2ccccn2)C1 (stereo not drawn),-33%,11,3%,-3%,2%,2%,1%,-2%,-3%,2%,0%
O=C(O)c1ccccc1OCCOCCOc1ccccc1C(=O)O,-1%,0,-1%,21%,-3%,-1%,-1%,-5%,0%,-3%,-29%
Cc1ccc(C2=NN=C(NC(=O)CSc3nncn3C)SC2)cc1,0%,-27,1.4µM*,-1%,26%,2.4µM*,?,0%,2.2µM*,-8%,20%
CC1CC(C)CN(C(=O)/C=C/c2ccc([N+](=O)[O-])s2)C1 (stereo not drawn),-10%,?,12%,-17%,17%,1%,-15%,-8%,-10%,7%,-79%
O=C(COC(=O)c1ccc(NS(=O)(=O)c2cccs2)cc1O)Nc1ccc(F)cc1,?,1,-3%,/,5%,-10%,-6%,-4%,2%,-4%,0%
COc1cccc(OCc2nc(-c3cccc([N+](=O)[O-])c3)no2)c1,-2%,2,-6%,38%[activator],-13%,-12%,-1%,23%,2%,-10%,29%
CCOC(=O)c1sc(-c2ccc(Br)cc2)cc1N,44%,11,2.8µM*,?,1%,4.8µM*,?,10%,2.2µM*,-12%,7.1µM*
Cn1c(=O)c2c(nc(NCCNC(=O)c3ccco3)n2Cc2ccc(F)cc2)n(C)c1=O,10%,-19,-16%,/,/,0%,-6%,-2%,-6%,-8%,-37%
CCn1c(CNC(=O)c2cccs2)nnc1SCC(=O)NCCc1ccccc1,5%,3,-4%,5%,-5%,1%,-6%,17%,1%,-6%,3%
Cc1ccc(N(C(=O)c2csnn2)C(C(=O)NC(C)(C)C)c2ccccn2)cc1 (stereo not drawn),2%,3,-5%,0%,2%,0%,-1%,-1%,1%,4%,5%
COc1ccc(Cl)cc1NC(=S)N1CCN(S(C)(=O)=O)CC1,-2%,-1,3%,/,-4%,0%,1%,0%,1%,-5%,-2%
COc1ccccc1/C=N/n1c(C)nnc1-n1nc(C)cc1C,11%,-20,1%,-4%,8%,2%,0%,-1%,1%,-10%,8%
O=C1c2ccccc2C(=O)c2cc(S(=O)(=O)Nc3ccccc3)ccc21,-14%,?,-3%,?,?,-2%,-1%,-5%,1%,?,-27%
Cc1ccc(NS(=O)(=O)c2ccc(NC(=O)c3cccs3)cc2)c(C)c1,?,-12,-2%,?,1%,-4%,1%,6%,-4%,-14%,-68%
CCOc1ccc(NC(=O)CN(C)C(=O)c2cn(-c3ccc(F)cc3)nc2-c2cccc(OC)c2)cc1OCC,/,6,1%,/,/,-17%,-31%[inhibitor],6%,-3%,/,-60%
COc1cccc(/C=C2\SC(=S)NC2=O)c1OS(=O)(=O)c1ccc(NC(C)=O)cc1,-11%,-5,-1%,?,-1%,4%,4%,5%,1%,-16%,-7%
CN(C)CCCN1C(=O)C(O)=C(C(=O)c2cccs2)C1c1cccc([N+](=O)[O-])c1 (stereo not drawn),19%,/,-2%,7%,0%,2%,-13%,-2%,-2%,-3%[10 µM],/
O=C(c1ccc([N+](=O)[O-])o1)N1CCN(c2nc3ccc(F)cc3s2)CC1,/,-89*,16%,/,/,5%,-4%,7%,-6%,/,-7%
COc1ccc(CNC(=O)CCC(=O)c2ccc(C)cc2)cc1OC,-4%,5,-1%,-8%,1%,-3%,2%,6%,-1%,-11%,15%
